PP1 counter: blocks human PP1-alpha phosphatase, a PP5 counter-screen | P62136 | purified PP1alpha, OMFP fluorescence | inhibition, % at 6.7 µM | 320,000 tested, 0.9% active | AID 2235;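 active = inhibition above the mean inhibition of all tested compounds plus 3 SD, computed separately for each screening campaign, cut at about 15% in these data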
Target sequence (P62136 whole entry, looked up): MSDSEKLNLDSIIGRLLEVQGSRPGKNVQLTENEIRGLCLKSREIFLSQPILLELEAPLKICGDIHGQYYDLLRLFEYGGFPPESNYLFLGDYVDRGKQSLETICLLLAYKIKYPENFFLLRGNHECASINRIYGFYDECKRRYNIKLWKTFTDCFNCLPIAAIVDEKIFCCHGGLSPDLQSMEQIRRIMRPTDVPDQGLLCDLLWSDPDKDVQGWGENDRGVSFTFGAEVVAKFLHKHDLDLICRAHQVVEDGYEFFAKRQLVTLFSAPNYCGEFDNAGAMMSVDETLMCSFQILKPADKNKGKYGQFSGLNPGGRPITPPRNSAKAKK
CTSL1 counter: blocks F. hepatica cathepsin L1 in PFM18AAP counter-screen | recombinant F. hepatica cathepsin L1, Z-Leu-Arg-MCA fluorescence | inhibition, % at 5.96 µM | 300,000 tested, 0.49% active | AID 1906;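 active = inhibition above the mean of all tested compounds plus 3 SD, set per screening campaign, cut at about 17% in these data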;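 note: 0% = plate median of test compound wells and 100% = 1 µM Z-Phe-Ala-diazomethylketone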
PREPL inh: inhibits the human prolyl oligopeptidase-like enzyme; inhibition, % at 5.96 µM; AID 2751; recombinant PREPL, fluorescence polarization activity-based probe; Q4J6C6; 320,000 tested, 0.68% active; in the data active = inhibition above about 43%;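 note: 0% = enzyme with DMSO and 100% = wells lacking enzyme; many of its hits are not listed in these tables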
LYPLA2 counter: counter-screen for PME1 inhibitors: inhibitors of human LYPLA2. O95372. recombinant LYPLA2, FP-Rh probe fluorescence polarization. inhibition, % at 5.9 µM. 320,000 tested, 0.38% active;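 active = inhibition above the screen-wide mean plus 3 SD, limit set per campaign, cut at about 26% in these data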;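 note: 0% = LYPLA2 with DMSO and 100% = wells lacking LYPLA2 enzyme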
Target sequence (O95372 whole entry, looked up): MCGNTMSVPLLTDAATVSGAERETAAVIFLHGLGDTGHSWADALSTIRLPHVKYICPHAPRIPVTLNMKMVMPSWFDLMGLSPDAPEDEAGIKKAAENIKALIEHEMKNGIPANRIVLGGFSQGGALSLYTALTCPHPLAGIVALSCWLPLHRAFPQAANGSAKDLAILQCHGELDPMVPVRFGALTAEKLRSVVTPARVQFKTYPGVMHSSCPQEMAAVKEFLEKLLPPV
Efflux pump inh: blocks antifungal efflux pumps in multiplex yeast assay. S. cerevisiae Candida pump triplex, Nile Red efflux. inhibition, % at 10 µM. 330,000 tested, 0.44% active;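 active = plate passing quality check with inhibition over a set limit, or well fluorescence over plate mean plus 4 SD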;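 note: Nile Red retained in pooled yeast measured as flow cytometry median fluorescence; 0% = buffer negative control and 100% = Enniatin B positive control; higher means more Nile Red kept so more efflux inhibition; some compounds called inactive have numbers as strong as hits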
JMJD2C inh: blocks human GASC-1 demethylase activity; Q9H3R0; 330,000 tested, 0.069% active; inhibition, % at 2.35 µM; GST-JMJD2C(1-420) H3K9me3 demethylation, DELFIA europium;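 active = more than half of a compound's replicate wells show inhibition beyond 50%, single wells judged on their own value; inconclusive = some, but no more than half, of replicates pass 50% inhibition; inactive = no replicate passes 50% inhibition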;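 note: signal counts dimethyl H3K9 product captured on neutravidin plate; 0% = median of DMSO wells and 100% = 0.3 times that DMSO median; strong numbers were not always called active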
core dimer inh: HCV core protein dimerization inhibition. inhibition, % at 5 µM. TR-FRET GST/Flag-core106 dimerization, 1536-well. AID 1899. 300,000 tested, 0.33% active;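 active = inhibition above the mean of all tested compounds plus 3 SD, set per screening campaign, cut at about 45% in these data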
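System – GST-tagged and Flag-tagged HCV core protein residues 1-106 · Repeats – one well for each compound · Technique – TR-FRET 671 and 617 nm emission · Doses – one concentration, 5 µM, in 0.5% DMSO · Times – 4 h, 22.5 °C incubation · Also added – Eu donor and XL665 acceptor anti-tag antibodies · Measure – percent inhibition of core106 dimerization signal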
TPT1 inh: C. albicans TPT1 enzyme inhibition; recombinant caTPT1, FP RNA substrate dephosphorylation; inhibition, % at 5 µM; 300,000 tested, 0.81% active; AID 1962;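 active = inhibition above the mean of all tested compounds plus 3 SD, set per screening campaign, cut at about 24% in these data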;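 note: plate controls were DMSO alone for no effect and ferristatin control at 100 nM for full effect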
PP5 inh: inhibitors of human protein phosphatase 5 (PP5); P53041; purified PP5c, OMFP substrate fluorescence; inhibition, % at 6.7 µM; 320,000 tested, 0.18% active; AID 1987;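 active = inhibition above the campaign's mean inhibition across all tested compounds plus 3 SD, cut at about 9.5% in these data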;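 note: 0% = DMSO only and 100% = 100 µM cantharidin control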
Target sequence (P53041 whole entry, looked up): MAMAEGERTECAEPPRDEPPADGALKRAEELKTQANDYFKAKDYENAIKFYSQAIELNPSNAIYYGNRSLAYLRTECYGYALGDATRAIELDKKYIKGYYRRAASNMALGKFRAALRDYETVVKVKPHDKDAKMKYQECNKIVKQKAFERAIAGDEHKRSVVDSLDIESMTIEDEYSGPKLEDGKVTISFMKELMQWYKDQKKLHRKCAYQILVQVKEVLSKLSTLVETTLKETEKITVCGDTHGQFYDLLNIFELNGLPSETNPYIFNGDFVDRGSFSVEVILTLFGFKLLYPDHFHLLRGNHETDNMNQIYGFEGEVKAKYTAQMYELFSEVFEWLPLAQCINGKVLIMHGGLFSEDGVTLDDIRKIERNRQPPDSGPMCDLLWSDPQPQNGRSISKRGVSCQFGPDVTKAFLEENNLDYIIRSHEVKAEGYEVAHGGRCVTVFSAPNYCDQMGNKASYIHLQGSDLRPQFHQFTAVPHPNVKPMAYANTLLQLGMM
Numbers without * were called inactive; i = inactive; ? = inconclusive; & = joins results of further samples.

Values run as follows: PP1 counter	CTSL1 counter	PREPL inh	LYPLA2 counter	Efflux pump inh	JMJD2C inh	core dimer inh	TPT1 inh	PP5 inh
CCOc1ccc(CCN2CN(CC)CNC2=S)cc1OCC
  -3.2	-4.8	-3.4	-1.5	-0.1	-2.2	1.6	-5.0	-2.1
Cc1ccc(C)c(N2CCN(C(c3ccncc3)c3nnnn3Cc3ccccc3)CC2)c1 (stereo not given)
  -0.6	-0.3	13.2	-4.5	0.0	7.0&0.4	3.2	-2.2	2.0
Cc1ccc2occ(C(c3nnnn3Cc3ccccc3)N3CCOCC3)c(=O)c2c1 (stereo not given)
  2.1	-0.4	-6.4	-0.6	0.0	3.9	3.3	4.3	0.2
CNCC(C)COc1ccccc1OCc1ccccc1 (stereo not given)
  -4.1	-2.8	7.6	0.3	0.1	3.1	0.3	-3.8	0.9
Cc1ccc(S(=O)(=O)N2[C@@H](c3ccc(F)cc3)C(C(=O)O)=CC[C@H]2c2cccs2)cc1
  0.1	-4.6	25.3	-1.6	-0.2	2.4	1.3	0.0	-2.0
Cc1ccc(N(CCC#N)C(=O)COC(=O)c2cc(C)no2)cc1
  -1.7	-15.6	-4.8	-2.7	0.1	0.0	-1.2	-1.2	-1.7
CCNC(=S)N1CCn2cccc2C1c1ccc(F)cc1 (stereo not given)
  0.2	-0.7	-6.9	-1.6	-0.1	4.3	-5.0	-0.2	0.2
Cc1ccccc1OCCC(=O)Nc1ccc(Cl)cc1F
  0.8	0.1	3.5	3.0	0.4	-19.4	-1.5	-2.7	0.6
COC(=O)CSc1nnc(CNc2ccc(OC)cc2)n1C
  0.1	0.9	9.1	-4.7	0.0	11.7	-0.7	-2.0	-1.2
Cc1ccc(-c2csc3ncnc(NCCN4CCOCC4)c23)cc1
  1.0	-0.7	-10.1	-10.7	-0.1	-1.4	-6.1	1.2	0.4
Cc1cc(S(=O)(=O)N2CCCCC2CCNC(=O)C(=O)NC2CC2)ccc1F (stereo not given)
  -5.9	3.1	-5.8	0.5	0.1	4.7	-2.3	0.3	-2.4
CCCCn1c(-c2ccccc2C)nc2cc3[nH]c(=O)c(C(C)C)nc3cc21
  3.9	4.4	19.5	-3.6	0.0	4.4	-2.0	-1.0	2.9
O=[N+]([O-])c1ccc(NC(=S)N2CCN(c3ccccc3)CC2)cc1
  0.9	0.1	7.1	5.6	-0.3	3.5	2.6	-5.0	1.7
Cc1cc(C)nc(SCC(=O)OCC(=O)N(C)c2c(N)n(Cc3ccccc3)c(=O)[nH]c2=O)n1
  0.6	0.5	-9.5	1.6	0.2	6.1	2.1	1.6	4.8
COc1ccc(-n2ccn(CC(=O)Nc3ccccc3OC)c(=O)c2=O)cc1
  6.9	5.5	4.0	-0.6	-0.1	-3.1	-4.6	-0.3	-0.2
CC(=O)NCCC(=O)Nc1cc(S(=O)(=O)N2CCOCC2)ccc1N1CCCC1
  -0.8	-2.9	14.6	0.8	-0.1	2.5	-4.8	-3.4	0.2
OC(COc1ccc(Cl)cc1Cl)CN1CCc2ccccc2C1 (stereo not given)
  -0.3	-4.6	-15.7	-3.3	0.5	3.7	-0.6	-0.1	1.5
O=C(CSc1ncn[nH]1)Nc1ccc(S(=O)(=O)Nc2ncccn2)cc1
  0.8	1.1	22.8	4.2	0.0	-20.4	-8.2	0.2	-0.6
C#Cc1ccc([C@H]2C=C(C(=O)N3CCN(Cc4ccccc4)CC3)O[C@@H](OCc3ccc(CO)cc3)C2)cc1
  18.6*	-1.3	27.5	-1.9	0.0	7.6	37.1	-1.4	2.1
COc1ccccc1/C=C/C1=NC(=C\C=C/c2ccccc2)/C(=O)O1
  -0.7	3.8	-6.2	-2.7	5.2*	7.4	34.8	73.5*	-1.4
O=C(Nc1ccc(N2CCN(C(=O)c3ccco3)CC2)cc1)c1cccs1
  -0.7	7.7	20.6	5.6	0.0	41.9	7.8	4.7	-1.1
Cc1cc(C)cc(N(C(=O)c2snc(C(N)=O)c2N)C(C(=O)NCC2CCCO2)c2cccs2)c1 (stereo not given)
  1.0	3.1	2.0	4.4	0.0	?	11.5	0.2	1.0
Nc1ccc(C(=O)N/N=C/c2ccccc2)cc1
  3.1	3.6	4.0	-3.5	-0.1	-22.5	-9.7	-7.8	-0.3
CCOc1ccccc1NC(=O)CCC(=O)Nc1ccc2nc(N3CCN(C)CC3)cc(C)c2c1
  -0.7	10.0	12.6	4.2	0.1	5.6	-7.5	-4.7	1.4
CCCCn1c(N)c(N(CCOC)C(=O)c2ccc(Br)o2)c(=O)[nH]c1=O
  -6.7	8.3	-3.4	14.0	0.0	0.0	-0.7	1.7	3.3
Cc1ccc(NC(=O)c2cc(C)nc3ccccc23)c(C)c1
  -0.5	-3.1	-3.6	1.1	0.1	-2.7	-6.7	0.9	2.2
CC1=C2C3OC(=O)C(C)[C@@H]3CC[C@](C)(O)C2C2C3C4C5(C12)[C@H]1OC(=O)[C@@H](C)C1CC[C@]4(C)O[C@]5(C)[C@@H]3O (stereo not given in full)
  -1.6	-3.6	2.1	-3.7	0.0	-4.2	-2.6	-2.4	0.7
CN(C)S(=O)(=O)c1cc(NC(=O)CN2C(=O)NC3(CCCc4ccccc43)C2=O)ccc1Cl (stereo not given)
  1.1	-27.7	-9.1	-13.2	0.1	-3.7	-1.6	2.7	3.0
Cn1c(=O)c(C(=O)NC2CCCCCCC2)c(O)c2ccccc21
  0.2	0.6	-0.7	0.6	0.0	4.7	-5.4	-0.9	-1.1
c1ccc(CNCCC(Cc2ccccc2)c2ccco2)cc1 (stereo not given)
  -2.8	-2.5	-80.9	2.2	-0.1	-9.6	2.1	2.7	0.8

2 entries drawn at random from those above:
Values run as follows: PP1 counter	CTSL1 counter	PREPL inh	LYPLA2 counter	Efflux pump inh	JMJD2C inh	core dimer inh	TPT1 inh	PP5 inh
C#Cc1ccc([C@H]2C=C(C(=O)N3CCN(Cc4ccccc4)CC3)O[C@@H](OCc3ccc(CO)cc3)C2)cc1
  18.6*	-1.3	27.5	-1.9	0.0	7.6	37.1	-1.4	2.1
COc1ccc(-n2ccn(CC(=O)Nc3ccccc3OC)c(=O)c2=O)cc1
  6.9	5.5	4.0	-0.6	-0.1	-3.1	-4.6	-0.3	-0.2

Some entries already given with just CTSL1 counter and core dimer inh:
| compound | CTSL1 counter | core dimer inh |
| --- | --- | --- |
| O=C(Nc1ccc(N2CCN(C(=O)c3ccco3)CC2)cc1)c1cccs1 | 7.7 | 7.8 |
| Cc1cc(C)cc(N(C(=O)c2snc(C(N)=O)c2N)C(C(=O)NCC2CCCO2)c2cccs2)c1 (stereo not given) | 3.1 | 11.5 |
| Nc1ccc(C(=O)N/N=C/c2ccccc2)cc1 | 3.6 | -9.7 |
| CCOc1ccccc1NC(=O)CCC(=O)Nc1ccc2nc(N3CCN(C)CC3)cc(C)c2c1 | 10.0 | -7.5 |

The listing continues:
Values run as follows: PP1 counter	CTSL1 counter	PREPL inh	LYPLA2 counter	Efflux pump inh	JMJD2C inh	core dimer inh	TPT1 inh	PP5 inh
Cc1cc(NC(=O)CCC(=O)N(Cc2ccco2)C(C(=O)NC2CCCC2)c2ccccc2C)no1 (stereo not given)
  -3.0	-0.6	4.2	-2.0	0.1	-3.4	-0.7	-1.6	1.3
COc1ccc(/C=C2\OC(=S)N(C)C2=O)cc1
  0.6	2.6	5.2	5.8	-0.2	3.4	1.8	-0.4	3.6
CCS(=O)(=O)Nc1c(C)n(C)n(-c2ccccc2)c1=O
  -2.2	-2.2	-4.8	3.1	-0.1	7.2	0.6	-2.6	-0.7
CCn1c(SCC(=O)N(C)c2c(N)n(Cc3ccccc3)c(=O)[nH]c2=O)nc2ccccc21
  -5.9	-2.1	1.0	-0.3	0.0	14.0	3.9	-1.2	-2.1
COc1ccccc1NC(=O)CSc1nc2ccccc2c(=O)n1C
  3.8	3.1	-7.1	-4.2	0.2	-9.0	-0.2	-3.7	4.4
Cn1cc([N+](=O)[O-])c(C(=O)Nc2cc(Oc3cccnc3)cc([N+](=O)[O-])c2)n1
  0.6	0.1	2.9	7.8	0.1	-12.6	1.8	1.5	2.3
O=C(NCCC1=CCCCC1)c1cc2c(s1)CS(=O)(=O)C2
  1.8	3.4	1.4	4.9	0.0	-2.2	2.3	-0.3	-1.4
CCCCCCCc1ccc(C2NC(=S)NC3=C2C(=O)c2ccccc23)cc1 (stereo not given)
  4.1	1.0	15.9	16.0	0.1	0.0	8.1	1.8	5.8
COc1ccc(C)cc1S(=O)(=O)N(C)CC(=O)Nc1ccc2c(c1)OCCO2
  0.4	-3.7	-0.3	-3.6	0.1	-0.6	2.2	3.2	2.2
O=C(c1ccc(-c2ccc(Cl)cc2Cl)o1)N1CCOCC1
  -0.3	1.3	1.1	5.8	0.0	1.7	5.3	1.3	1.4
CC1OC2(C)OC(=N)C1(C#N)C(C#N)(C#N)C2c1ccccc1 (stereo not given)
  -3.8	0.2	5.1	15.1	0.2	-3.0	-1.3	-9.3	0.3
O=C(CCNc1ccc(F)c(Cl)c1)c1ccco1
  -1.0	3.0	14.3	4.8	0.1	5.9	2.7	2.9	1.2
CC(=O)Nc1ccc(S(=O)(=O)NC2=NCN(CCOC(=O)c3ccccc3)CN2)cc1
  -3.4	-0.4	8.0	1.2	0.0	-1.1	-0.6	1.1	0.3
O=C(CSc1nnnn1-c1ccccc1)NC1CCCc2ccccc21 (stereo not given)
  1.4	-0.9	-11.9	3.9	-0.1	2.9	0.6	-1.0	-1.7
O=C(NCCc1c[nH]c2ccccc12)C(=O)NCC1OCCN1S(=O)(=O)c1ccc(F)cc1 (stereo not given)
  -1.9	-0.2	20.4	1.2	0.1	3.2	13.8	3.1	0.2
Cc1ccc(CNC(=O)C(Cc2ccccc2)n2cccc2)cc1 (stereo not given)
  -1.8	-2.6	-16.9	3.0	0.0	4.6	0.4	-2.0	-2.4
Cc1cccc(NC(=O)c2ccc(N3CCOCC3)c([N+](=O)[O-])c2)n1
  1.4	4.5	-2.4	0.3	0.0	-3.2	-0.3	-0.3	-0.5
COc1cc(C(=O)NN(CCC#N)C2=NS(=O)(=O)c3ccccc32)cc(OC)c1OC
  -3.0	11.3	11.2	-4.2	-0.1	i	-12.6	-6.8	-8.0
COc1ccc(-c2nn(C)c(=O)c3ccccc23)cc1NC(=O)COc1ccc(C)cc1
  -2.1	2.7	0.7	0.9	-0.1	11.7	6.9	-1.9	2.9
CCOC(=O)c1cc(-c2ccc(/C=C3/C(=O)N(c4ccc(C(=O)O)cc4)N=C3C)o2)ccc1Cl
  -0.3	-3.6	-1.2	9.1	0.0	4.2	0.4	-2.1	-2.0
Cc1cc(F)ccc1S(=O)(=O)N1CCCOC1CNC(=O)C(=O)NCCN1CCOCC1 (stereo not given)
  -8.6	-1.7	-0.7	-3.8	-0.1	1.5	-0.2	0.5	-0.7
CC(OC(=O)CNC(=O)c1ccccc1F)C(=O)Nc1nc(-c2ccccc2)cs1 (stereo not given)
  1.4	8.7	1.6	6.5	-0.2	-1.1	-7.7	-3.7	3.5
Cc1csc2nc(O)c(C(=O)NC3CCCCC3C)c(=O)n12 (stereo not given)
  3.8	7.6	-5.0	1.6	0.1	94.8	-0.5	0.0	-1.0
O=C(OCCOCCN=C1NS(=O)(=O)c2ccccc21)c1ccccc1
  -3.3	2.1	1.0	-0.2	-0.1	3.0	2.7	-1.0	2.7

The list is partial (hit frequency here may not be typical).
